Assay outcomes as filed in PubChem BioAssay.
NTR1 ag – agonists of NTR1, primary screen, imaging, U2OS cells, beta-arrestin-GFP, high content (AID 493036) | NTR1-U2OS beta-arrestin-GFP spot imaging, agonist mode | activation, % at 20 µM | actives 0.17% (n = 330,000) | P30989;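 active means activation at or above 40% of the spot to cytoplasm intensity ratio, with at least 20 cells analyzed; inconclusive means wells under 20 cells, flagged as cytotoxic or low count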;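 further: 0% = DMSO without peptide and 100% = 100 nM NTR1 peptide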
Target sequence (P30989 whole entry, looked up): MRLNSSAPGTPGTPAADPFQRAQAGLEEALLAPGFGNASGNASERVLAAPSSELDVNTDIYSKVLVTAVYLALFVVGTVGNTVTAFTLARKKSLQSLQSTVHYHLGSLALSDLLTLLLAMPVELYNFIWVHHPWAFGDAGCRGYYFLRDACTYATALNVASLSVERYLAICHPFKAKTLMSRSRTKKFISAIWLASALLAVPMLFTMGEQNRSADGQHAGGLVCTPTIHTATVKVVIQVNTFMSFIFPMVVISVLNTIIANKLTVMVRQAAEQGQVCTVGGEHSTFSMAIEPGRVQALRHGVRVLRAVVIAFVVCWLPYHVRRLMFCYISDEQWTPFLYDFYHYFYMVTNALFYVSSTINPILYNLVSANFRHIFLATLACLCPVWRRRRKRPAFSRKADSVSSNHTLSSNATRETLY
NS5 inhibitors – Dengue-2 NS5 methyltransferase inhibitors, primary screen, biochemical, confirmation dose response (AID 588689) | Dengue-2 NS5 methyltransferase capping enzyme assay, biochemical; higher % means a stronger effect | inhibition, % at 25 µM; hits with a dose series show IC50 in µM | actives 0.3% (n = 340,000); in the data active means a potency from the dose series; inconclusive means inhibition above about 29% without an active follow-up result
AID2073 – disruptors of CaV2.2 binding to Mint1 – biochemical, HTRF (AID 2073); inhibition, % at 20 µM; hits with a dose series show IC50 in µM; HTRF protein-protein interaction, Mint1-CaV2.2; higher % means a stronger effect; actives 0.19% (n = 290,000); in the data active means inhibition mostly above about 51%, no sharp cut-off; inconclusive means no clear call, values can overlap the other calls; inactive means mostly below about 53%; further: some results filed as inactive read as strong as hits
GPR35 arrestin U2OS – inhibition of zaprinast-stimulated GPR35 beta-arrestin translocation – imaging, U2OS, beta-arrestin-GFP, zaprinast agonist, primary screen (AID 2058); actives 0.052% (n = 290,000); inhibition, % at 10 µM; hits with a dose series show IC50 in µM; U2OS GPR35 beta-arrestin-GFP translocation imaging, zaprinast antagonism; higher % means a stronger effect;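 active means inhibition of at least 50% with at least 30 cells and total cytoplasm GFP at most 10,000,000; inconclusive means under 30 cells or total GFP of 10,000,000 plus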
K1F lysis inhibition – protection from phage-mediated lysis, alamar blue read-out – E. coli UTI89, K1F phage, bacterial capsule biogenesis inhibitors (AID 488966) | E. coli UTI89 K1F phage lysis, alamar blue, 2 h; higher % means a stronger effect | inhibition, % at 100 µM; hits with a dose series show IC50 in µM | actives 0.02% (n = 340,000);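 active means phage lysis inhibition, versus mean bacterial control, above a set limit; inconclusive means no clear call, values can overlap the other calls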;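 further: capsule biogenesis inhibitors block K1F phage lysis so surviving cells raise fluorescence; higher fluorescence means more inhibition of phage lysis; actives were called in the ten point dose series up to 300 µM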
Autophagy mod – autophagy modulation, high-content screen; MEF GFP-LC3 puncta imaging; test concentration mostly 10 µM; calls only at 10 µM (by protocol); actives 0.98% (n = 190,000);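 active means percentage of spot-positive cells more than 3 SD above its plate mean, without a fluorescence outlier flag or 80% toxicity; inconclusive means no clear call, values can overlap the other calls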;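 further: spot-positive cell cutoff set from DMSO-treated cells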
RSV CPE inhibition – inhibition of RSV-induced cytopathic effect – HEp-2 cells, primary 10 µM value included (AID 2391); HEp-2 cells, RSV-induced CPE inhibition; higher % means a stronger effect; one-dose CPE inhibition, % at 10 µM; IC50 in µM for titrated hits; actives 0.13% (n = 310,000); in the data active means a potency from the dose series; inconclusive means CPE inhibition mostly from about 23% at the one dose, without a potency; inactive means the rest, 99 in 100 with CPE inhibition below about 21%; further: strong numbers were not always called active
LYP inhibition – inhibitors of LYP phosphatase, biochemical, fluorescence intensity, uHTS (AID 1779); recombinant LYP phosphatase, fluorescence intensity; higher % means a stronger effect; actives 0.054% (n = 290,000); one-dose inhibition, % at 11.5 µM; IC50 in µM for titrated hits; in the data active means inhibition above about 50%;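 further: plate controls were vehicle with enzyme for no effect and no enzyme for full effect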
WT yeast gro inh – growth inhibition of WT yeast, mitochondrial fusion screen. mitochondrial fusion phenotypic screen, WT strain. inhibition, % at 10 µM. actives 2.1% (n = 190,000). AID 1362; in the data active means inhibition above about 58%; tested in S. cerevisiae
WT yeast gro inh mutant strain – recorded beside WT yeast gro inh, whose call it bears; inhibition, %; mitochondrial fusion phenotypic screen, mutant strain inhibition
Autophagy mod cell loss 18 h – further read-out of Autophagy mod, marked with its call; toxicity, %; measured here: cell loss, nuclei count;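 cell loss after 18 h compound exposure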
NTR1 ag cell count 20 µM – further read-out of NTR1 ag, marked with its call; cell count; measured here: cell count, cytotoxicity flag
NS5 inhibitors pilot replicate – also measured in NS5 inhibitors; calls as there; inhibition, %; measured here: pilot screen replicate inhibition
Numbers without * were called inactive; i = inactive; ? = inconclusive; / = no result given; + = active, no number; [ ] = remark or other dose. Rows are unselected; about 2.6% have a hit in one of these screens.

SMILES	NTR1 ag	NTR1 ag cell count 20 µM	NS5 inhibitors	AID2073	GPR35 arrestin U2OS	K1F lysis inhibition	Autophagy mod	Autophagy mod cell loss 18 h	RSV CPE inhibition	LYP inhibition	WT yeast gro inh	WT yeast gro inh mutant strain	others
Cc1cc(=O)n2nc(N3CCCC(C(=O)NCc4ccc(Cl)cc4)C3)sc2n1 (centres undefined)	0.5	50	-7%	4%	7%	0.1%	/	/	1.5%	-9%	/	/
COc1ccc(C2=C(C=C(C#N)C#N)C(c3ccccc3C)c3ccccc3O2)cc1OC (centres undefined)	11	62	-3%	37%	-11%	0.1%[50 µM]	i	6	?	12%	55	30
COc1ccccc1-c1cc(C(=O)Nc2cc(C)nn2-c2ccccc2)no1	2.0	48	-3%	-7%	-17%	6.0%	i	45	0.3%	1%	-6	-1
COc1ccccc1NC(=O)NCCc1c[nH]c2ccccc12	0.9	62	-4%	-1%	8%	-0.1%	/	/	3.0%	-7%	/	/
O=C(NCC(c1ccco1)N1CCCCC1)c1ccc(NS(=O)(=O)c2ccc(F)cc2)cc1 (centres undefined)	-0.6	64	1%	-3%	-9%	0.2%	/	/	3.0%	-3%	/	/
CC(C(=O)NC(=O)NC1CCCCC1)N1CCN(C(c2ccccc2)c2ccccc2)CC1 (centres undefined)	2.8	75	2%	14%	-15%	0.5%	i	5	18%	10%	73*	52*	NS5 inhibitors pilot replicate=2.3
O=C(COC(=O)CCC1CCCC1)NCc1ccc(Cl)cc1	-1.5	50	-2%	-13%	4%	0.7%	i	6	4.1%	0%	14	-8
O=C(CN1CCCC1)NC(=O)NC1CCCC1	-1.7	25	5%	3%	4%	-0.5%	i	-5	0.1%	-6%	-4	-11
CC(=O)Nc1cccc(NC(=O)CSc2nc3c(=O)n(C)c(=O)n(C)c3n2C)c1	0.0	61	5%	/	/	1.6%[50 µM]	/	/	0.2%	/	/	/
O=C(CN(C(=O)CNC(=O)c1ccco1)c1ccc2c(c1)OCCO2)NC1CCCC1	-0.9	93	-3%	2%	-2%	0.2%	i	-9	-0.4%	-6%	-11	-17
CC(=O)c1sc2nsc(SCCN3CCCCC3)c2c1N	-0.9	57	/	-37%	2%	/	/	/	-0.3%	-6%	/	/
COc1ccc(C(=O)NCCS(=O)(=O)N2CCc3ccccc3C2)cc1OC	-0.3	60	-2%	/	/	0.6%[50 µM]	/	/	0.2%	/	/	/
COC(=O)C1CCN(C(=O)CSc2nnc(-c3ccccc3)o2)CC1	1.5	70	-1%	/	/	1.4%[50 µM]	/	/	-0.7%	/	/	/
COc1ccc2c(c1)CCc1c(C(=O)N(C)c3ccccc3)noc1-2	3.5	66	-11%	8%	-2%	-0.1%	i	9	11%	-4%	28	18
O=C(N/N=C/c1cc2ccccc2nc1Cl)[C@H]1C[C@@H]1c1ccccc1	13	51	-4%	-2%	-12%	-0.1%	i	24	13%	5%	54	-9
Cn1c(=O)c2c(nc(N3CCCCCC3)n2CC(=O)c2ccccc2)n(C)c1=O	4.6	46	-2%	-4%	10%	3.9%	i	5	0.5%	-6%	-10	12
c1ccc(CSc2ccc(-c3cccs3)nn2)cc1	2.9	52	2%	20%	-2%	0.0%	i	4	13%	6%	5	-8
COc1ccc(NC(=O)COC(=O)C2CCN(S(=O)(=O)c3cccs3)CC2)cc1	1.2	64	0%	?	-4%	0.3%	i	-2	1.2%	-3%	0	-6
Cc1nn2c(NCc3ccccn3)cc(C(C)C)nc2c1-c1ccccc1	10	48	7%	27%	4%	-1.0%	/	/	12%	6%	/	/
CN(C)C(=O)N1CCCC(C(=O)NCc2ccc(F)cc2Cl)C1 (centres undefined)	3.4	44	-1%	5%	-2%	-0.1%	i	-2	0.5%	0%	5	-5
O=C(Cc1cccs1)N/N=C/c1ccco1	0.6	33	-9%	1%	-11%	1.1%	i	-2	1.6%	-1%	4	4
COC(C(=O)Nc1ccnn1C1CCN(Cc2cccc(C)n2)CC1)c1ccccc1 (centres undefined)	0.6	63	-5%	12%	-8%	0.0%	/	/	1.6%	-6%	/	/
Cc1ccc(NNC(=O)c2ccc(Cl)cc2)nn1	2.0	44	-2%	-11%	6%	0.1%	/	/	1.2%	-11%	/	/
O=[N+]([O-])c1ccc(C[n+]2cc(-c3ccccc3)n3c2CCCCC3)cc1	0.1	51	-3%	-4%	-4%	-0.1%	i	15	-1.8%	-5%	12	11
Cc1cccn2c(=O)c(/C=C(\C#N)C(N)=O)c(N3CCN(c4cccc(Cl)c4)CC3)nc12	15	95	2%	29%	-6%	-0.2%[50 µM]	/	/	15%	4%	/	/

Reprinted at random: 6 compounds from above, in no set order.
SMILES	NTR1 ag	NTR1 ag cell count 20 µM	NS5 inhibitors	AID2073	GPR35 arrestin U2OS	K1F lysis inhibition	Autophagy mod	Autophagy mod cell loss 18 h	RSV CPE inhibition	LYP inhibition	WT yeast gro inh	WT yeast gro inh mutant strain	others
COc1ccc(C(=O)NCCS(=O)(=O)N2CCc3ccccc3C2)cc1OC	-0.3	60	-2%	/	/	0.6%[50 µM]	/	/	0.2%	/	/	/
COc1ccc(C2=C(C=C(C#N)C#N)C(c3ccccc3C)c3ccccc3O2)cc1OC (centres undefined)	11	62	-3%	37%	-11%	0.1%[50 µM]	i	6	?	12%	55	30
CN(C)C(=O)N1CCCC(C(=O)NCc2ccc(F)cc2Cl)C1 (centres undefined)	3.4	44	-1%	5%	-2%	-0.1%	i	-2	0.5%	0%	5	-5
COC(=O)C1CCN(C(=O)CSc2nnc(-c3ccccc3)o2)CC1	1.5	70	-1%	/	/	1.4%[50 µM]	/	/	-0.7%	/	/	/
Cc1cc(=O)n2nc(N3CCCC(C(=O)NCc4ccc(Cl)cc4)C3)sc2n1 (centres undefined)	0.5	50	-7%	4%	7%	0.1%	/	/	1.5%	-9%	/	/
CC(=O)Nc1cccc(NC(=O)CSc2nc3c(=O)n(C)c(=O)n(C)c3n2C)c1	0.0	61	5%	/	/	1.6%[50 µM]	/	/	0.2%	/	/	/

The listing continues.
SMILES	NTR1 ag	NTR1 ag cell count 20 µM	NS5 inhibitors	AID2073	GPR35 arrestin U2OS	K1F lysis inhibition	Autophagy mod	Autophagy mod cell loss 18 h	RSV CPE inhibition	LYP inhibition	WT yeast gro inh	WT yeast gro inh mutant strain	others
Cc1c(C(=O)NC(=S)Nc2ccc(N3CCOCC3)cc2)cccc1[N+](=O)[O-]	5.3	53	-7%	5%	-7%	?	i	1	-1.3%	-3%	7	3
Cn1ncc2c(NNC(=O)c3ccc(Cl)c(Cl)c3)ncnc21	-0.4	70	-9%	-1%	6%	1.5%[50 µM]	i	15	5.7%	5%	12	22
Cc1nnc(NC(=O)C2c3ccccc3Oc3ccccc32)s1	-0.4	43	-6%	-41%	-7%	0.4%	i	9	-0.1%	0%	-47	-8
COc1ccc(OC)c(Cc2nnc(CCC(=O)NCc3ccsc3)o2)c1	0.7	47	2%	-5%	1%	0.3%	i	-14	1.6%	-7%	-15	-15
COc1ccc(C2OC(=O)CC2C(=O)NC2CCCCCC2)cc1OC (centres undefined)	3.5	66	-1%	-1%	-19%	1.5%	i	31	0.1%	0%	1	17
O=c1c2cnn(-c3ccccc3)c2nc(-c2ccco2)n1-c1ccccc1	12	61	-6%	6%	4%	5.1%	i	-7	5.5%	6%	-4	-4
O=S(=O)(NC1CCN(S(=O)(=O)c2c(F)cccc2F)C1)c1ccc2c(c1)OCCO2 (centres undefined)	5.0	64	2%	/	/	0.3%	/	/	-0.5%	/	/	/
O=C(NNC(=O)c1cc2ccccc2cc1O)NC1CCCCC1	0.0	61	-2%	14%	13%	0.7%	/	/	1.5%	-6%	/	/
Cc1cccc(NC(=O)CCCCCN2C(=O)c3ccccc3C2=O)n1	0.1	30	-3%	4%	12%	0.2%	i	-2	-0.1%	-10%	10	6
CC(=O)c1ccc(NC(=O)c2cccc(S(=O)(=O)N3CCN(C)CC3)c2)cc1	1.5	60	5%	-10%	11%	0.2%	/	/	2.1%	-11%	/	/
CC1(C)NC(C(=O)O)Cc2c1[nH]c1ccccc21 (centres undefined)	0.4	52	-2%	3%	-5%	i	i	0	-0.6%	-8%	-3	-6
CN(Cc1ccc(C(F)(F)F)cc1)C(=O)c1ccc(Oc2ccccc2)cc1	6.4	84	-6%	7%	-2%	-0.3%	/	/	15%	-2%	/	/
Cc1cnn(C(=S)NCc2ccco2)c1	0.6	75	8%	3%	3%	0.1%	i	3	2.7%	7%	4	21
COc1ccc(-c2ccc([C@H]3[C@@H]4C=CCC[C@@]4(C)C(=O)N3Cc3ccccc3)c(F)c2)cc1OC	1.3	96	0%	21%	-28%	2.1%	/	/	-2.6%	3%	/	/
Cc1ccccc1CN(C)CC(=O)NC(C)CCc1ccccc1 (centres undefined)	2.5	61	-2%	-20%	-10%	0.6%	+	0.3*	5.3%	-1%	21	12
CC(C)c1ccc(NC2CCCN(C(=O)CCc3cnn(C)c3)C2)cc1 (centres undefined)	1.6	64	-5%	7%	0%	0.1%	/	/	0.7%	-7%	/	/
COc1ccc(-c2ncnc(C(F)(F)F)c2-c2csc(C)n2)c(O)c1	0.0	56	0%	5%	-2%	-0.2%	/	/	0.8%	-2%	/	/
COC(=O)c1c(NC(=O)CN2CCCC(C)C2)c2c(C)cccc2n1C (centres undefined)	-0.3	64	-6%	-3%	-14%	0.3%	i	13	-0.1%	-9%	2	0
Cc1cccc(NC(=O)[C@H](Cc2ccccc2)NC(=O)[C@@H]2Cc3ccccc3CN2)c1	0.6	58	3%	4%	-2%	0.1%	/	/	1.7%	-7%	/	/
COc1cc2ccccc2cc1C(=O)N/N=C/c1ccc2c(c1)OCO2	5.3	52	2%	20%	20%	-0.2%	/	/	0.3%	-9%	/	/
O=C(N/N=C/c1ccc(O)cc1O)c1ccncc1	1.1	79	-5%	15%	8%	0.5%	/	/	0.1%	-3%	/	/
O=C(/C=C/c1ccc(S(=O)(=O)N2CCOCC2)cc1)N1CCN(c2ccc(F)cc2)CC1	1.3	67	-11%	0%	-7%	0.0%	/	/	6.2%	-2%	/	/
OC(CN1CCN(c2cccc(Cl)c2)CC1)C(c1ccccc1)c1ccccc1 (centres undefined)	3.9	48	10%	/	/	3.0%	/	/	13%	/	/	/
O=C(O)c1ccc(NC(=O)c2cccs2)cc1	2.2	72	1%	7%	-3%	i	i	-5	-0.2%	-6%	-8	2
CCC(=O)Nc1nnc(S(=O)(=O)N2CCCCCC2)s1	-2.7	43	-3%	2%	4%	3.5%	/	/	1.6%	-7%	/	/
O=C(CN1CCN(c2ccc(F)cc2)CC1)OCc1ccccc1	-0.1	72	-3%	-3%	0%	0.0%	i	3	2.1%	1%	-1	7
COc1cc(/C=N/O)cc(Br)c1OCc1ccc(Cl)cc1	15	91	2%	-7%	12%	3.4%	i	15	?	0%	-19	-10
O=C(Cn1nnc2ccccc21)c1ccc(Cl)cc1	0.0	48	-4%	1%	4%	0.2%	/	/	0.3%	-2%	/	/
